Compound activity as filed in PubChem BioAssay.
Tn6 DDE FP: inhibitors of Tn6 peptide binding to fibrin DD(E), primary screen, biochemical, fluorescence polarization, human fibrin, Tn6 probe; Fibrinogen beta chain (Homo sapiens), P02675; Fibrin DD(E) TRITC-Tn6 fluorescence polarization displacement; inhibition, % at 8.3 µM; hit rate 0.21% among 370,000;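 active = inhibition above a per-campaign cutoff: mean of compounds within control limits plus 3 SD, cut at about 15% in these data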;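 also: 0% = median of all compound wells on the plate and 100% = blocking peptide control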
Target sequence (P02675 whole entry, looked up): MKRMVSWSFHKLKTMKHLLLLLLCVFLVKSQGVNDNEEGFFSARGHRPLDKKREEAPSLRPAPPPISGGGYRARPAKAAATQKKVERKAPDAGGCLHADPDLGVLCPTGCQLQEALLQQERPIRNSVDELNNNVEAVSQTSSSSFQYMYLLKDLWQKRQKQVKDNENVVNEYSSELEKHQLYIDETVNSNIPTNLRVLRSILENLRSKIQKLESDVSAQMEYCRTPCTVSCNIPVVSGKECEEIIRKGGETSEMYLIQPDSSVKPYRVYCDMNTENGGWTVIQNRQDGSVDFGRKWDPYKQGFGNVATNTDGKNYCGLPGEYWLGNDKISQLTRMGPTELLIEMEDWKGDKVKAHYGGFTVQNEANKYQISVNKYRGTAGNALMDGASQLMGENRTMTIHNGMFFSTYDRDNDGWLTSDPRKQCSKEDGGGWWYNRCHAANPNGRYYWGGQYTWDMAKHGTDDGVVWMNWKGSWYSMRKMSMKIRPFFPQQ
ASAP1 GAP inh: inhibitors of human ASAP1 ArfGAP activity, primary screen, biochemical, fluorescence polarization; ASAP1-stimulated ARF1 GTP hydrolysis, GDP FP detection; inhibition, % at 16.5 µM; hit rate 0.19% among 360,000; in the data active = inhibition above about 25%;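 also: 0% = vehicle with enzyme and substrate and 100% = no enzyme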
Target sequence (Q9ULH1 325-724 limits assumed): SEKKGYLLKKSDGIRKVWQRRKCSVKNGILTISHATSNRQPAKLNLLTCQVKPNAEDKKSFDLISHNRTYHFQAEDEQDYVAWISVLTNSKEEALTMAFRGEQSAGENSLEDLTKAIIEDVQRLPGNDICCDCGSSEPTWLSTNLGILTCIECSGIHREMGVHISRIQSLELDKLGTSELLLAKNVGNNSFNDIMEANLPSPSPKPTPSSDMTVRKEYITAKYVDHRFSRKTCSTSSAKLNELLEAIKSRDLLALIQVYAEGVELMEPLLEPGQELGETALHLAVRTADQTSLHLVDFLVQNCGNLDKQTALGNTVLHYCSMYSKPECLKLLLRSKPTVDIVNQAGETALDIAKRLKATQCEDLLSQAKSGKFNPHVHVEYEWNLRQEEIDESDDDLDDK
ARFGAP1 inhibitor: inhibitors of rat ARFGAP1 GAP activity, primary screen, biochemical, fluorescence polarization, GDP tracer; ADP-ribosylation factor GTPase-activating protein 1 (Rattus norvegicus), Q62848; Arfgap1-stimulated ARF1 GTP hydrolysis, GDP FP detection; inhibition, % at 16.5 µM; hit rate 0.26% among 360,000; AID 651572, 2012;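 active = inhibition above a per-plate limit, mean inhibition of low control wells plus 3 SD, cut at about 25% in these data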;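 also: 0% = DMSO wells with enzyme and 100% = wells lacking Arfgap1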
Target sequence (Q62848 1-136 limits assumed): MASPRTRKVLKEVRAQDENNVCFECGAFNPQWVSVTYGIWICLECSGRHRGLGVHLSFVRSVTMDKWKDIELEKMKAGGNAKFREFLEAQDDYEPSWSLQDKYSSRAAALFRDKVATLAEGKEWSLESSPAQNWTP
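material = rat Arfgap1 catalytic domain, aa 1-136 | also added = human ARF1(Δ1-17)-GTP substrate | compound dosing = one concentration, 16.5 µM, DMSO 1.26% | times = GTP hydrolysis reaction 2 h at 25 °C | measured by = FP, GDP Alexa 633 tracer displaced from anti-GDP antibody, 620/688 nm | evaluation = percent inhibition of Arfgap1-stimulated GTP hydrolysis | replication = single well per compound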
NR1D1 modulator: modulators of Rev-erb alpha DNA binding, primary screen, biochemical, FITC-DNA, fluorescence polarization, uHTS. Nuclear receptor subfamily 1 group D member 1 (Homo sapiens), P20393. Rev-erbα–FITC-DNA binding, 90 min. activity, % at 10 µM. hit rate 0.79% among 370,000. AID 1259318, 2017;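 active = activity above about 14%, limit read from the data; passing the limit was not always enough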;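 also: 0% = DMSO wells with 35 nM protein and 100% = DMSO wells with 750 nM protein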
sPLA2-III inh: human group III sPLA2 inhibitors, primary screen, biochemical, QFRET, BODIPY PC-A2 liposome substrate; inhibition, % at 12.2 µM; QFRET BODIPY PC-A2 liposome hydrolysis, fluorescence; hit rate 0.56% among 370,000;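 active = inhibition above mean plus 3 SD of compounds lying within the high and low control bounds, cut at about 19% in these data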;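 also: 0% = median of test compound wells and 100% = no enzyme DMSO wells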
KLK7 zymogen act: proKLK7 zymogen activators, primary screen, biochemical, fluorescence intensity; purified proKLK7, EDANS-DABCYL substrate fluorescence; 100% is mature enzyme control, 0% vehicle; activation, % at 7 µM; hit rate 0.9% among 370,000; AID 652039, 2013;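 active = activation above the mean of all tested compounds plus 3 SD, computed per campaign excluding outliers beyond control limits, cut at about 13% in these data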
UHRF1 binding: UHRF1 methylated DNA binding inhibitors, primary screen, counter-screen for MBD2 inhibitor project, biochemical, TR-FRET, human UHRF1, single concentration; E3 ubiquitin-protein ligase UHRF1 (Homo sapiens), Q96T88; UHRF1 binding to methylated oligo; inhibition, % at 4.4 µM; hit rate 0.75% among 370,000; AID 687016, 2013; in the data active = inhibition above about 21%;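 also: UHRF1 SRA domain binding a hemimethylated CpG hairpin DNA probe; 0% = median of test compound wells and 100% = reference inhibitor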
DDE Tn7 FP inh: inhibitors of Tn7 peptide binding to fibrin DD(E), primary screen, biochemical, fluorescence polarization, human fibrin, Tn7 probe | FP displacement of FITC-Tn7 peptide from fibrin DD(E); 0% = median of compound wells per plate | inhibition, % at 8.3 µM | hit rate 0.13% among 370,000 | AID 720508, 2013;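 active = inhibition above the mean of compounds falling within the control limits plus 3 SD of them, cut at about 14% in these data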;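 also: 0% = plate median of compound wells and 100% = 10 µM Aha-Tn7 peptide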
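Test system – human fibrin DD(E) · Times – 10 min preincubation, 3 h with tracer, room temperature · Detection – fluorescence polarization of the labelled Tn7 tracer · Measure – percent inhibition normalized to high-control wells · Benchmarks – high control wells with 10 µM unlabelled Aha-Tn7 peptide (full inhibition) · Repeats – singlicate testing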
PLCg1 inh: PLC-gamma1 enzyme inhibitors, primary screen, biochemical, fluorescence, purified enzyme | fluorogenic substrate | 1-phosphatidylinositol 4,5-bisphosphate phosphodiesterase gamma-1 (Homo sapiens), P19174 | hit rate 0.84% among 370,000 | inhibition, % at 12.2 µM; in the data active = inhibition above about 9.5%
PLCb3 inh: human PLC-beta3 inhibitors, primary screen, biochemical, fluorescence; 1-phosphatidylinositol 4,5-bisphosphate phosphodiesterase beta-3 (Homo sapiens), Q01970; Purified PLC-beta3, fluorogenic substrate; inhibition, % at 12.2 µM; hit rate 0.18% among 370,000; AID 720704, 2013; in the data active = inhibition above about 11%;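 also: 0% = median of compound wells on plate and 100% = full blocker control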
* = called active by the depositor; i = inactive; / = not tested or not shown. Hits appear at their usual frequency. Share with any hit: about 4.5%.

SMILES | Tn6 DDE FP | ASAP1 GAP inh | ARFGAP1 inhibitor | NR1D1 modulator | sPLA2-III inh | KLK7 zymogen act | UHRF1 binding | DDE Tn7 FP inh | PLCg1 inh | PLCb3 inh
CC1=C/C(=C(\c2cc(C)c(O)c(Br)c2)c2ccccc2S(=O)(=O)O)C=C(Br)C1=O | 3 | 18 | 30* | -14 | -15 | -0.1 | -1 | -4 | 4 | 1
O=C(O)CCc1[nH]c2ccccc2c1Sc1ccccc1 | 1 | -16 | 0 | -2 | -19 | 0.8 | 3 | -1 | -1 | -9
Cn1c(=O)c2c(nc(NCc3ccco3)n2Cc2ccc(Cl)cc2Cl)n(C)c1=O | -7 | -1 | 3 | 1 | 9 | -0.5 | 1 | 2 | -2 | 0
CC(C)CC(=O)NC(=S)Nc1nc(-c2ccc(Cl)cc2)cs1 | 1 | 5 | -13 | -1 | 3 | -0.1 | 3 | 2 | -1 | 0
CC1CN(Cc2cc(=O)[nH]c(C(C)C)n2)CC(C)O1 (stereo not given) | -2 | 6 | 4 | -2 | 0 | -0.2 | -1 | -8 | 1 | 0
Cc1ccc(C)c(Nc2c(F)c(F)c(F)c(F)c2C(=O)O)c1 | -2 | -7 | 10 | 2 | -8 | 0.0 | 4 | -2 | -3 | -7
COc1ccccc1-c1cc(C(F)(F)F)nc(S(=O)(=O)CCCC(=O)N2CCCCC2C)n1 (stereo not given) | -10 | 19 | 16 | 1 | -1 | -6.9 | -3 | -2 | -44 | -51
CCN(C(=O)Cn1cnc2ccccc2c1=O)C1CCS(=O)(=O)C1 (stereo not given) | 2 | 2 | 8 | -1 | 8 | -0.3 | 5 | 2 | -1 | -11
COc1ccc(C(=O)CSc2nnc3ccccn23)cc1OC | -3 | -2 | 5 | 4 | -11 | 0.0 | 12 | -3 | -8 | -7
CC(C)CC(=O)Nc1ccc(C(=O)Nc2cccc(O)c2)cc1 | -8 | 15 | 1 | -5 | -3 | 0.6 | -1 | -8 | 4 | -1
CNc1nc(NCCOc2ccccc2Cl)c2sccc2n1 | -7 | -5 | 2 | 4 | -8 | 0.0 | -2 | -4 | -1 | 1
Cc1cc(Nc2ccccc2)nc(N2CCOCC2)n1 | 0 | 3 | 3 | -4 | 1 | -0.1 | 3 | -5 | -2 | 1
O=C(Cn1cc2c(n1)CCCCC2)N1CCCCC1 | 1 | -3 | -3 | -1 | 4 | 0.1 | -1 | 1 | 1 | 5
COC(=O)C1CSc2[nH]c(=O)sc2C1c1ccccc1 (stereo not given) | 6 | -8 | 10 | 3 | -4 | 0.6 | -1 | 5 | -5 | -5
O=C(Cn1cnc2c(NC(=O)OCc3ccccc3)ncnc21)NCc1ccccn1 | 9 | 8 | 14 | -1 | 8 | 0.2 | -2 | 5 | -4 | -5
CC(=O)N1CCSc2ccc(S(=O)(=O)Nc3cccc(C)c3)cc21 | 8 | 4 | -9 | -4 | -7 | 0.2 | 3 | 1 | 3 | -5
CC1CC(C)CN(CC(=O)NCCc2ccc(S(N)(=O)=O)cc2)C1 (stereo not given) | -3 | 6 | 12 | 1 | 4 | -0.8 | -1 | -5 | 3 | -3
CCN(CCCNC(=O)C1CCN(S(=O)(=O)CC)CC1)c1ccccc1 | -1 | -3 | -9 | -2 | 7 | 0.2 | -4 | 3 | 3 | 1
Cc1ccc2c(c1)C1CN(C)CCC1N2C(=O)COc1ccc(N(C)C(=O)C(C)(C)C)cc1 (stereo not given) | -3 | 13 | 8 | 6 | 4 | 0.5 | 10 | 6 | -1 | -9
COc1ccc(NCc2nnc(SCC(=O)NNC(=O)c3ccc(C)cc3)n2C)cc1 | 2 | 4 | 7 | -3 | 8 | 0.5 | 3 | 8 | 5 | -3
CCC(C)C(=O)Nc1nnc(SCC(=O)N2C(C)CCCC2C)s1 (stereo not given) | 2 | 13 | -5 | 1 | 5 | -0.2 | 0 | -6 | 0 | -10
O=C(OCN1C(=O)c2ccccc2C1=O)c1ccccc1 | -3 | 6 | -7 | 3 | 0 | 0.2 | 2 | -5 | 6 | 3
Cc1nc(SCC(=O)c2cc(C)n(C3CC3)c2C)c2ccccc2n1 | -2 | 2 | 1 | 6 | -4 | 1.1 | -1 | 1 | -5 | -15
O=C1CCCC(=O)C1C1c2ccccc2CCN1C(=O)CCl (stereo not given) | 1 | 7 | 9 | -6 | 13 | -0.2 | 4 | 1 | -16 | -18
COc1ccc(C(=O)N(C)Cc2ccc(C)o2)cc1OC1CCN(C(C)=O)CC1 | 16* | 5 | -8 | 0 | 6 | 0.1 | -2 | -5 | -1 | -8
COc1ccc(NC(=O)c2ccccc2Cl)cc1NC(=O)CN1CCOCC1 | -4 | -4 | 6 | 5 | 1 | -0.3 | 2 | -5 | 0 | 1
CC1CC(C)CN(S(=O)(=O)c2ccc3c(c2)oc(=O)n3CC(=O)N(C)Cc2ccccc2)C1 (stereo not given) | 15* | 11 | -1 | 3 | 11 | 0.0 | 5 | 3 | 3 | 0
COc1ccc(CN2CSC(=S)N(Cc3ccc(OC)cc3)C2)cc1 | -2 | -3 | -1 | 4 | 5 | 0.1 | 4 | 3 | 2 | -10
O=C1c2ccccc2C(O)N1c1ccccc1 (stereo not given) | 6 | 0 | -5 | 5 | 1 | 0.6 | 2 | -6 | -3 | -4
O=C(CCCCCN1C(=O)CCC1=O)Nc1ncn[nH]1 | -4 | 5 | 3 | 1 | 4 | -0.2 | -1 | 2 | -2 | -1
COc1ccccc1CCC(=O)Nc1cccc(S(=O)(=O)N2CCOCC2)c1 | -1 | 9 | -6 | 1 | 3 | 0.9 | 2 | 4 | 4 | -9
CC(C)NC(=O)N[C@H]1C[C@@H]2O[C@@H](CO)CC[C@@H]2O[C@@H]1CCc1ccc(-c2ccc(F)cc2)cc1 | -3 | / | / | -13 | -20 | -0.4 | 0 | -1 | 0 | 3
COc1ccc(CCN2CC(C(=O)NCc3cc(C(C)C)no3)CCC2=O)cc1 (stereo not given) | -2 | -13 | 3 | 8 | 7 | 0.1 | -5 | 2 | 3 | 1
O=[N+]([O-])c1ccc(C[n+]2cc(-c3ccccc3)n3c2CCCCC3)cc1 | 7 | -17 | -2 | 2 | 7 | -0.2 | 1 | 0 | 1 | -3
COC(=O)c1ccccc1NC(=O)C1CC(c2ccc(F)cc2)=NO1 (stereo not given) | -4 | 1 | 15 | 3 | 4 | -0.1 | 0 | 1 | 0 | -2
CCOCCCNC(=O)Cn1cc2c(n1)CCCCC2 | -3 | 0 | -2 | -7 | -1 | -0.1 | 0 | -10 | 1 | 1
Cc1ccc(S(=O)(=O)N2CCCC2)cc1C(=O)N1CCN(Cc2ccccc2)CC1 | -4 | -5 | 14 | 6 | -6 | -0.5 | -1 | 0 | 1 | 0
Cc1nc(C2CC(=O)OC23CCCCC3)cs1 (stereo not given) | 0 | 19 | 2 | 2 | 7 | 0.1 | 4 | -12 | 4 | 8
CCN(C(=O)c1ccccc1Cl)c1ccccc1 | 1 | 3 | 4 | 1 | 4 | -0.2 | 3 | -2 | -1 | -5
COc1ccc(Oc2nc3c(C)cccn3c(=O)c2/C=C(\C#N)C(N)=O)cc1 | -1 | -4 | 5 | 7 | -7 | 10 | 0 | -4 | -58 | -83
Cc1noc(C)c1C(=O)N1CCC(n2nnc3ncccc32)CC1 | 3 | / | / | 6 | 1 | 0.1 | 2 | -2 | 1 | -1
CC1(C)Cc2c(sc(NC(=O)c3ccc(S(=O)(=O)N4CCCC4)cc3)c2C#N)C(C)(C)N1 | -3 | 0 | 7 | 2 | -3 | 38* | -1 | -3 | 2 | -10
CCCn1c(O)c(N=NC(=O)CNC(=O)c2ccncc2)c2ccccc21 | 4 | 1 | -2 | -6 | -1 | 0.0 | -4 | -4 | 3 | -9
CCCCN(Cc1cccs1)S(=O)(=O)c1ccc(-c2ccc(=O)[nH]n2)s1 | -1 | 1 | 10 | 6 | -11 | -0.3 | -1 | 2 | 0 | -8
CCc1nc2ccccc2c(=O)n1NC(=O)c1c(O)c2ccccc2n(CC)c1=O | 1 | -5 | -2 | 4 | 2 | -0.3 | -1 | 3 | -1 | -7
O=c1cc(-c2ccccc2O)nc(-c2ccccc2)[nH]1 | 0 | 1 | 13 | 1 | -9 | 0.5 | 15 | 1 | -1 | -4
N/C(=N\OC(=O)c1ccccc1Cl)c1ccccn1 | -6 | 0 | -15 | 1 | 1 | 0.6 | 0 | 1 | 0 | 4
C=CCC1CCCCC1=C(C#N)c1ccccc1 (stereo not given) | -6 | -12 | 2 | 1 | 8 | -0.1 | -3 | 5 | -1 | 2
Cc1ccc(-n2ncc3c(Nc4cccc(C(=O)O)c4)ncnc32)cc1 | -3 | -7 | -8 | -3 | 1 | -0.1 | -1 | -8 | 3 | 7
CCc1ccc(NC(=O)C2CC(=O)N=C(N)S2)cc1 (stereo not given) | 4 | -2 | -11 | -2 | -3 | -0.3 | -2 | -4 | 0 | 3
Cc1cc(NC(=S)Nc2ccc(C)c(Cl)c2)n[nH]1 | 2 | 9 | -11 | -8 | 12 | -0.2 | -2 | 1 | 5 | 1
Cc1oc2c(c(C)cc3oc(=O)c(CC(=O)NCCCN4CCCC4=O)c(C)c32)c1C | -3 | 18 | 4 | -4 | 2 | -9.1 | -10 | 0 | i | i
C=CCNC(=O)c1c[nH]c2ccc(S(=O)(=O)N(C)c3ccc(OCC)cc3)cc2c1=O | -3 | -3 | 2 | 1 | -2 | 0.5 | 1 | -2 | 4 | -4

Pulled one by one from above:
SMILES | Tn6 DDE FP | ASAP1 GAP inh | ARFGAP1 inhibitor | NR1D1 modulator | sPLA2-III inh | KLK7 zymogen act | UHRF1 binding | DDE Tn7 FP inh | PLCg1 inh | PLCb3 inh
Cn1c(=O)c2c(nc(NCc3ccco3)n2Cc2ccc(Cl)cc2Cl)n(C)c1=O | -7 | -1 | 3 | 1 | 9 | -0.5 | 1 | 2 | -2 | 0
Cc1noc(C)c1C(=O)N1CCC(n2nnc3ncccc32)CC1 | 3 | / | / | 6 | 1 | 0.1 | 2 | -2 | 1 | -1
